Source: PubChem
POLI inh: DNA polymerase iota (human) inhibition | Q9UNA4 | 1% of 390,000 active | AID 588590 | Potency, µM (highest dose often 115 µM), for the others: at the top dose activity, negative = inhibition, hits mostly inhibitors | Pol iota fluorescent replication assay, 10 min; note: potency is the fitted concentration of half-maximal effect
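Pol iota at 10 nM preincubated 15 min with compounds at room temperature; reaction started with fluorescent substrate, 50 nM final. Fluorescence read kinetically at 0 and 10 min; buffer-only wells as negative control.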
Anesthetic bind: binds horse apoferritin like a general anesthetic; P02791; apoferritin/1-aminoanthracene competitive binding, fluorescence; Potency, µM (doses to about 77.5 µM), for the others: top-dose activity change, negative = displacement, hits mostly inhibitors; 0.074% of 350,000 active; AID 485281; note: potency is the fitted concentration of half-maximal effect; % is set by controls: 0 for no effect and ±100 for the full control effect; nearly all actives have a fitted effect of over 20% in size
Target sequence (P02791 2-175 limits assumed): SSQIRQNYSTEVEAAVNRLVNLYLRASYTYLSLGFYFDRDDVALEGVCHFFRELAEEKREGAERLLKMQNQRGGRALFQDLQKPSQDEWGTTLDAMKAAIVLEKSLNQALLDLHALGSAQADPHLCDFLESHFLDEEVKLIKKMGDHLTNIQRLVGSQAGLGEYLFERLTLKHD
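Horse-spleen apoferritin (10 uM) in 50% saturated 1-aminoanthracene in PBS was incubated 10 min at room temperature with compound. Fluorescence (ex 380, em 535 nm) was normalized to free and bound 1-AMA, with concentration-response fitted by a four-parameter Hill equation.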
POLB inh: blocks human DNA polymerase beta activity. P06746. Pol beta primer extension/strand displacement, fluorescence kinetic. Potency, µM (highest dose often 114 µM), for inactives: at the top dose activity change, negative = inhibition, most hits filed as inhibitors. 1.3% of 340,000 active. AID 485314; note: potency is the fitted concentration of half-maximal effect; % is set by controls: 0 for no effect and ±100 for the full control effect
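Enzyme-only controls used 10 nM Pol beta; buffer lacking enzyme served as negative control. Compound preincubated 15 min, then 50 nM substrate added; 0 and 10 min reads at room temperature.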
Pol eta inh: blocks human DNA polymerase eta activity; recombinant Pol eta, fluorescent DNA replication assay; Potency, µM (series often up to 114 µM), without a hit: top-dose activity change, negative = inhibition, actives largely listed as inhibitors; 1.2% of 390,000 active; Q9Y253; note: potency is the fitted concentration of half-maximal effect; % is set by controls: 0 for no effect and ±100 for the full control effect
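Fluorescent replication assay: 50 nM final substrate added after a 15 min room-temperature compound preincubation with 10 nM enzyme. Signal taken at 0 min and again at 10 min.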
POLK inh: inhibitors of human DNA polymerase kappa | Q9UBT6 | purified Pol kappa, fluorescent DNA synthesis assay, 10 min | Potency, µM (highest dose often 107 µM), for inactives: at the top dose activity, negative = inhibition, actives largely listed as inhibitors | 0.53% of 400,000 active | AID 588579; note: potency is the fitted concentration of half-maximal effect; % is set by controls: 0 for no effect and ±100 for the full control effect
Target sequence (Q9UBT6 whole entry, looked up): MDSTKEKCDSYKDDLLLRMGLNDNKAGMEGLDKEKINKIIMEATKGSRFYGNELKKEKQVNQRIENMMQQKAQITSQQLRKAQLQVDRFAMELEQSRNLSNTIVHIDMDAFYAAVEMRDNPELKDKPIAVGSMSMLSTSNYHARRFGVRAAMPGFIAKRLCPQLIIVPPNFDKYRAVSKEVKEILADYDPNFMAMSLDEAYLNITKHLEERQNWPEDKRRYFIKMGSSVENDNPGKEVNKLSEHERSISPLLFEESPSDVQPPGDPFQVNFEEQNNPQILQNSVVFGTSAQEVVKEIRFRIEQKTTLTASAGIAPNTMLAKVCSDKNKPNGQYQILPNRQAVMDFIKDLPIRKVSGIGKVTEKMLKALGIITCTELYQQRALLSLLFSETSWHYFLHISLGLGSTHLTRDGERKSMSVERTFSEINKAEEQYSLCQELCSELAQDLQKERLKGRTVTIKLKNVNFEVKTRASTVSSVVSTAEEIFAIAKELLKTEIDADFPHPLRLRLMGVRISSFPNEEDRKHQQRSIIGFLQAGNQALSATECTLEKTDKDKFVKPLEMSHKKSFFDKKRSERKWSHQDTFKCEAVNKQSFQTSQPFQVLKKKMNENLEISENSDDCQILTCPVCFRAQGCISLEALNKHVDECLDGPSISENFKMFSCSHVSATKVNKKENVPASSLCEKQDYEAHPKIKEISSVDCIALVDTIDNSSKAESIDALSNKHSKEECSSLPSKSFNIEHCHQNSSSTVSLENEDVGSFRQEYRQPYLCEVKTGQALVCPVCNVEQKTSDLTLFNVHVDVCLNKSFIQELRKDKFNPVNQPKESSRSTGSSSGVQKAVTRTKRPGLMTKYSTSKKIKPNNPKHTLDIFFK
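Pol kappa 10 nM + cpd, 15 min RT; start w/ substrate 50 nM final; fluorescence kinetic read, 0 and 10 min. Neg ctrl: buffer, no enzyme.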
APEX1 inh: blocks human APE1 abasic DNA cleavage; P27695; recombinant APE1, TAMRA/BHQ-2 abasic DNA cleavage fluorescence; Potency, µM (titrated, usually from 65.8 µM), for inactives: at the top dose activity change, negative = inhibition, usual class: inhibitors; 0.35% of 350,000 active;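 note: potency is the fitted concentration of half-maximal effect; plate controls were vehicle for no effect and reference inhibitor for full effect; nearly all actives have a fitted effect of over 55% in size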
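0.75 nM APE1 + cpd, 15 min RT; start w/ 50 nM TAMRA/BHQ-2 THF-abasic dsDNA; kinetic fluor 525/598 nm ×3 reads @60 s; Δ(read3−read1); normalized to DMSO and NSC13755 control wells.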
LDHA inh: LDHA (human) enzyme inhibition; P00338; purified LDHA, NADH/diaphorase-resazurin fluorescence; active compounds read low; activity change, % (values are at about 110 or 230 µM); 0.15% of 480,000 active; in the data active = activity change below about -30%; inconclusive = mostly about -25% to -30%;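 note: plate controls were DMSO wells for no effect and wells without enzyme for full effect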
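Enzyme activity of human lactate dehydrogenase 5 (2 nM; 0.06 mM NADH, 0.2 mM pyruvate, 5 min, RT) is measured via a resazurin/diaphorase fluorescence readout of residual NADH.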
BLM inh: blocks DNA unwinding by human BLM helicase | 0.2% of 350,000 active | Potency, µM (doses to about 56.1 µM), for inactives: top-dose activity change, negative = inhibition, usual class: inhibitors | recombinant BLM DNA unwinding, fluorescence dequenching | AID 2528;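 note: potency is the fitted concentration of half-maximal effect; plate controls were vehicle for no effect and no enzyme for full effect; nearly all actives have a fitted effect of over 35% in size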
GRP78 ERSR act: inducers of ER stress response in human glioma cells; U87-MG GRP78 promoter luciferase reporter, 16 h; Potency, µM, for the others: top-dose activation, most hits filed as activators; 0.02% of 420,000 active; note: potency is the fitted concentration of half-maximal effect; series mostly up to about 76 µM; % of control where 0% means no effect; nearly all actives have a fitted effect of over 35% in size
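Stably transfected U87-MG glioma cells carrying a GRP78-based luciferase sensor; 16 h compound incubation. Luminescence end-point read 10 min after Bright-Glo addition at room temperature.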
Numbers without * were called inactive; u = inconclusive; x = no result given; & = joins results of further samples; [ ] = dose if it differs, or a comment. Unless noted, calls come from the whole dose curve; as a rule, active = well fitted curve in the direction sought with a large enough effect; inconclusive = small, poorly fitted or top-dose-only effect, or another doubt; inactive = no such curve, though single readings can be large; an effect the other way counts as inactive or inconclusive. These rows are one share of the data, so the mix of outcomes need not match the whole.

SMILES | POLI inh | Anesthetic bind | POLB inh | Pol eta inh | POLK inh | APEX1 inh | LDHA inh | BLM inh | GRP78 ERSR act
CCOc1ccccc1Oc1nc(-c2ccccc2O)nc2ccccc12 | 19% | -8% | u | -11% | -2% | 13% | 2 | -2% | -4%
COc1ccc(C(=O)NC(NC(=O)c2ccc(OC)c(OC)c2)c2ccccc2F)cc1OC | 59%[activator] | -4% | 6% | -11% | -5% | -4% | -3 | -19% | -2%
O=C(Nc1cccc(C(F)(F)F)c1)C(SCCO)c1ccccc1 (stereo unspecified) | 19% | -6% | 6% | -28% | -2% | 1% | -1 | -7% | 0%
COC(=O)c1cc(C(=O)Nc2nnc(CC(C)C)s2)cc([N+](=O)[O-])c1 | 12% | 3% | 9% | -17% | -1% | -6% | -2 | 0% | 1%
Cc1ccc(Cn2c(CCCNC(=O)c3ccco3)nc3ccccc32)cc1 | 1% | -16% | -21% | -23% | -13% | x | -3 | 0% | -3%
O=C(O)c1ccc(NC(=O)C2C3CCC(C3)C2C(=O)O)cc1 (stereo unspecified) | -3% | -4% | 49% | -6% | -19% | 14% | 1 | -1% | 0%
C[C@]1(C(=O)NCCN2CCOCC2)C=C[C@@H](Cc2ccccc2)N1C(=O)c1ccccc1 | -3% | -1%&3% | 3% | -3% | 0% | -2%&-9% | -5 | -13%&-1% | -5%
Cc1cc(S(=O)(=O)NCC(C)C)ccc1OCC(=O)NCc1ccco1 | 7% | -9% | 9% | -1% | -5% | 7% | 2 | -5% | -4%
CSc1nc(Nc2ccc(C)cc2C)cc(-c2ccccc2)n1 | 12% | 54%[activator] | 2% | -18% | -3% | x | 0 | -13% | -1%
c1ccc(Cc2nc(-c3ccccn3)no2)cc1 | 14% | -19% | 2% | -8% | 1% | -4% | 5 | 1% | -3%

Four entries from above, sorted by SMILES length, largest number first:
SMILES | POLI inh | Anesthetic bind | POLB inh | Pol eta inh | POLK inh | APEX1 inh | LDHA inh | BLM inh | GRP78 ERSR act
COc1ccc(C(=O)NC(NC(=O)c2ccc(OC)c(OC)c2)c2ccccc2F)cc1OC | 59%[activator] | -4% | 6% | -11% | -5% | -4% | -3 | -19% | -2%
Cc1cc(S(=O)(=O)NCC(C)C)ccc1OCC(=O)NCc1ccco1 | 7% | -9% | 9% | -1% | -5% | 7% | 2 | -5% | -4%
O=C(Nc1cccc(C(F)(F)F)c1)C(SCCO)c1ccccc1 (stereo unspecified) | 19% | -6% | 6% | -28% | -2% | 1% | -1 | -7% | 0%
c1ccc(Cc2nc(-c3ccccn3)no2)cc1 | 14% | -19% | 2% | -8% | 1% | -4% | 5 | 1% | -3%

(continued)
SMILES | POLI inh | Anesthetic bind | POLB inh | Pol eta inh | POLK inh | APEX1 inh | LDHA inh | BLM inh | GRP78 ERSR act
CCOc1ccc(-c2nnn(CC(=O)NCc3ccc4c(c3)OCO4)n2)cc1 | -8% | -8% | 1% | 2% | -19% | -4% | -1 | 1% | -7%
Cc1cc(C)n(Cc2ccc(C(=O)NN)o2)n1 | 19% | -12% | 3% | -13% | 6% | 2% | 1 | 1% | -4%
COC(=O)CN1C(=O)C(O)(CC(=O)c2ccc(Cl)cc2)c2ccccc21 (stereo unspecified) | 7% | -5% | 12% | -16% | -16% | 0% | -2 | 1% | -5%
CNc1nc(OCC#N)nc(N2CCCCC2)n1 | 60%[activator] | -14% | 2% | -11% | -17% | 19% | -19 | -11% | -3%
NS(=O)(=O)c1ccc(NC(=O)COc2ccc(S(=O)(=O)NC3CCCCC3)cc2)cc1 | 24% | 2% | -1% | -24% | -15% | x | 0 | -3% | 4%
CCC1SC2=NCCN2C1(O)c1ccc(Cl)cc1 (stereo unspecified) | -11% | -16% | 0% | -3% | -8% | -5% | -2 | -1% | -2%
CCCC(NS(=O)(=O)c1ccc(C)cc1)C(=O)O (stereo unspecified) | 15% | -6% | -3% | -13% | -2% | 5% | 2 | 0% | 4%
COc1cc(C(=O)N2CCN(C(=O)COc3ccc4ccccc4c3)CC2)cc(OC)c1OC | 7% | -15% | 17% | -15% | 4% | 8% | -3 | -2% | -4%
CN(CC(=O)Nc1ccc(Cl)cc1)C(=O)c1ccc(-n2cncn2)c([N+](=O)[O-])c1 | 14% | x | x | -3% | -13% | 7% | 1 | x | -4%
COc1cc(/C=C/C(=O)O)cc(S(=O)(=O)Nc2cccc(SC)c2)c1OC | 5% | -13% | 1% | -13% | 3% | -3% | -3 | -3% | -1%
O=C(O)c1ccc(OCc2cn3ccccc3n2)cc1 | -2% | 5% | 5% | -2% | -7% | -8% | -7 | -1% | 2%
COc1ccc(C)cc1C(=O)CCC(=O)NCCc1ccc(S(N)(=O)=O)cc1 | -9% | -2% | 18% | 0% | -2% | 39% | -13 | 2% | 2%
CC(OC(=O)c1cc(=O)c2ccccc2o1)C(=O)c1ccccc1 (stereo unspecified) | 15% | x | x | -12% | -3% | 29% | 0&0 | x | -2%
Cc1ccsc1CN(Cc1ccco1)C(=O)c1ccc(Cl)cc1 | -4% | -1% | 2% | -16% | -10% | x | 2 | -6% | -2%
Cn1c(=O)c(C(=O)CCl)c(N)n(Cc2ccccc2)c1=O | -10% | 1% | -16% | -1% | -4% | -6% | -10 | -1% | -8%
COc1cccc(N2CCN(C(=O)CCNS(=O)(=O)c3ccc(F)c(F)c3)CC2)c1 | 14% | x | x | -1% | -8% | 17% | 2 | x | -3%
Cn1c(SCC(=O)Nc2cccc(C(=O)O)c2)nnc1-c1cc2cc(Br)ccc2o1 | u | -5% | u | u | -17% | 5% | -34* | -7% | 5%
COc1ccc(CNC(=O)c2ccc(SC)cc2OC)cc1 | 4% | -16% | 2% | -14% | -16% | -2% | -1 | 2% | -1%
COc1ccc(N2CCN(C(=O)COc3ccc(Cl)cc3Cl)CC2)cc1 | -5% | -1% | 0% | -5% | -7% | 0% | -2 | -1% | -5%
O=P(c1ccccc1)(c1ccccc1)c1nc(-c2ccccc2)oc1NCc1ccccc1 | u | -4% | -4% | -13% | -1% | 1% | -11 | -15% | -1%
Cc1cccc(CCNS(=O)(=O)c2ccc3c(c2)n(C)c(=O)c(=O)n3C)c1 | 29% | u | 43% | -21% | -1% | 10% | -2 | -6% | -1%
O=C(O)CCS(=O)(=O)c1ccccc1Cl | 96%[activator] | -6% | 0% | -13% | 1% | 5% | -4 | -1% | -4%
CCN1CCCC1CN(Cc1cc2ccc(C)cc2[nH]c1=O)C(=S)Nc1ccc(OC)cc1 (stereo unspecified) | -2% | 12% | 59% | -18% | -3% | 14% | -2 | -5% | -3%
Cc1ccc2oc3c(c(=O)c2c1)C(c1cccc(O)c1)N(Cc1ccccc1Cl)C3=O (stereo unspecified) | 8% | -8% | 0% | -14% | -5% | x | -12 | -16% | 0%
Cc1cc(C)c(NC(=O)COC(=O)C2CCC2)c(Cl)c1 | 28% | -16% | u | 5% | 0% | 5% | -1 | -2% | -2%
COCCN(C(=O)c1ccc(N2C(=O)c3ccccc3C2=O)cc1)c1c(N)n(CC(C)C)c(=O)[nH]c1=O | 9% | x | x | -2% | -14% | -11% | -2 | x | -7%
Cc1ccc(CNC(=O)CC(C)S(=O)(=O)c2cc3c(cc2C)NC(=O)CO3)cc1 (stereo unspecified) | 7%&19% | -5%&-5% | 21%&2% | -15%&-14% | 12%&-13% | 4% | -6&-3 | 1%&1% | -2%&-2%
O=C(c1cc(-c2ccc(Cl)cc2)n(-c2ccc(Cl)c(Cl)c2)n1)N1CCOCC1 | -2% | 5% | 18% | -29% | -10% | -6% | -5 | -14% | -8%
CCN1CCN(C(c2ccccc2)c2c(O)cc(C)n(CCOC)c2=O)CC1 (stereo unspecified) | -7% | 2% | -24% | -16% | -8%[60.1 µM] | x | 4 | -1% | -4%
O=C(Nc1ccc(Cl)cn1)c1ccc2[nH]c(=O)c(=O)[nH]c2c1 | 3% | -8% | u | -16% | -1% | 28% | 2 | -6% | 1%
COCCn1c(=O)c(CCc2ccccc2)nc2cnc(Oc3ccccc3)nc21 | x | x | x | x | -4%[60.1 µM] | -1% | x | -11% | -4%
CC(=O)C[C@H]1c2ccccc2S(=O)(=O)N1C1CCCC1 | -6%&30% | x | x | -4% | -19%&2% | x | -11 | x | -1%&-3%
COc1ccc(CCNC(=O)c2cc(COc3c(C)cccc3C)on2)c(OC)c1 | -16% | 8% | 24% | -19% | 1% | 31% | -1 | 1% | 2%
CCOc1ncccc1C(=O)NNC(=O)c1ccccc1-n1cccc1 | -6% | -5% | 0% | 0% | -5% | -10% | -9 | -4% | -2%
COc1cc2[nH]c(=S)n(CCCN3CCOCC3)c(=O)c2cc1OC | 15% | -2% | 4% | -3% | -11% | 14% | 3 | -8% | -2%
COc1cccc(OCC(=O)Nc2ccccc2-c2ccccc2)c1 | 8% | 5% | 3% | -24% | -4% | -3% | 0 | -9% | -4%
Cc1ccc(N2NC(=O)/C(=C/C=C/c3ccco3)C2=O)cc1C | 20µM* | -7% | 35µM* | 79µM* | u | -2% | 4 | -11% | 2%
O=c1sc(Nc2ccccc2)nc2ccccc12 | 129%[activator] | -4% | -16% | -21% | 0% | u | -6 | -5% | 2%
COc1ccccc1N1CCN(Cc2cccc(OC)c2OC)CC1 | 22% | 4% | 15% | -11% | -4% | 1% | 0 | 2% | -4%
Cc1ccc(CCCOC(=O)C[N+]2(C)CCCCC2)cc1 | 170%[activator] | 0% | 55% | -14% | 4% | -21% | -14 | 2% | -3%
CC(=O)N(CN1C(=O)CCC1=O)c1cccc(Cl)c1 | 155%[activator] | 6% | 14% | -12% | 0% | -8% | 1 | 1% | -2%
CN(C)CCOC(=O)c1ccc2[nH]c3c(c2c1)CSCC3 | 115%[activator] | -3% | 15% | -18% | -6% | -3% | 5 | 31%[activator] | 0%
COC(=O)CNC(=O)CSc1nnc2cc(C)c3ccccc3n12 | 24% | -6% | 2% | -10% | 6% | 7% | -4 | 1% | -4%
CC(=O)Nc1ccc(N(C)C)cc1[N+](=O)[O-] | 0% | u | 37% | -1% | -26% | 16% | 16 | -7% | 2%
CCN(CC)CCCn1c2c(c(SCC(=O)Nc3ccc(F)c(F)c3)nc1=O)CCC2 | 109%[activator] | x | x | -14% | -16% | 28% | -2 | x | -5%
